Source: PubChem BioAssay
phage Ecoli inh = growth loss of phage-infected E. coli, primary screen, RecBCD inhibitor project, absorbance, with phage, HTS | inhibition, % at 11.9 µM | hit rate 0.26% among 360,000 | AID 651602, 2012; in the data active = inhibition above about 11%
Mot1-301 SUMO = yeast Mot1-301 growth rescue at high temperature, primary screen, SUMOylation pathway inhibitor project, S. cerevisiae, ATP luminescence, 38.5C. hit rate 1% among 320,000. S. cerevisiae Mot1-301 growth rescue; percent above DMSO median, 100 means doubled. growth rescue, % at 18.8 µM;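 active = every valid replicate shows activation above 250% relative to neutral control wells; inactive = the rest, any valid replicate at or below 250%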;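 also: OY570 slx delta 5 strain wells were the positive control but not used for scaling; some compounds called inactive have numbers as strong as hits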
Tat transport = E. coli Tat export inhibitors, primary screen, MC4100, TorA-mCherry reporter, fluorescence, single point | inhibition, % at 10 µM | hit rate 0.036% among 340,000;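 active = mean replicate inhibition at least 50% and at least half of replicates individually reaching 50%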;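 also: exported cargo escapes ClpAP degradation while cytoplasmic cargo is degraded and loses fluorescence; 0% = median of neutral control wells and 100% = median of NaSCN control wells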
Ecoli viability = E. coli V3065 growth inhibition, primary screen, counter-screen for AddAB inhibitor project, absorbance, OD600. 18 h. inhibition, % at 11.9 µM. hit rate 0.27% among 330,000. AID 449728, 2010;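 active = inhibition above the campaign's mean inhibition across all tested compounds plus 3 SD, cut at about 9.9% in these data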;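 also: uninfected addAB+ strain grown without phage in ampicillin broth; 0% = DMSO wells and 100% = ciprofloxacin 0.95 µg/ml wells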
OPRM1-OPRD1 inv = inverse agonists of MOR-DOR heterodimerization, primary screen, cell-based, luminescence; AID 504357, 2011; cell-based MOR-DOR heterodimer luminescence, inverse agonism; inhibition, % at 9.3 µM; Mu-type opioid receptor (Homo sapiens) + Delta-type opioid receptor (Homo sapiens), …; hit rate 0.21% among 340,000; in the data active = inhibition above about 22%, passing the limit was not always enough;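 also: 0% = cells with DMSO and 100% = wells without cells with DMSO; values of inactives mirror those of a sister screen read the other way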
Target sequence (P35372 whole entry, looked up): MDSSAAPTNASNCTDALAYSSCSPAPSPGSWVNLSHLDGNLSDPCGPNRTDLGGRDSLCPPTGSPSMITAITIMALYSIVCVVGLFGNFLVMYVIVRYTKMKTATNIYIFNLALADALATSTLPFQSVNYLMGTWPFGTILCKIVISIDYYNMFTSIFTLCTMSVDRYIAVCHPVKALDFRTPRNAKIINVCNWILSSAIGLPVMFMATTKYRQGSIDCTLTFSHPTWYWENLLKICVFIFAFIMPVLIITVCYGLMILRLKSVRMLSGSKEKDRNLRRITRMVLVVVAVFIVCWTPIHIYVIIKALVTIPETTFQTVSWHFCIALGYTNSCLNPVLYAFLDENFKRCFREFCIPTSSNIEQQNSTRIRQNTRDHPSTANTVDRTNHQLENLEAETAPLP
Target sequence (P41143 whole entry, looked up): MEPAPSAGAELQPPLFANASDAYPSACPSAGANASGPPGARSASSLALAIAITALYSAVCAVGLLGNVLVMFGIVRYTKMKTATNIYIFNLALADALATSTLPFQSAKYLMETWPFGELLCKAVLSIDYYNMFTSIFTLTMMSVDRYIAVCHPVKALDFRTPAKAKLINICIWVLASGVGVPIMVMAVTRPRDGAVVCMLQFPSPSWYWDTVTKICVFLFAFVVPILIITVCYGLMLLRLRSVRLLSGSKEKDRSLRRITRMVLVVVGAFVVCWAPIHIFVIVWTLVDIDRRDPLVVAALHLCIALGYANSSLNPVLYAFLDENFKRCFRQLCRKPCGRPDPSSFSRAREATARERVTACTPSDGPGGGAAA
PKA-R2B act = activators of PKA-R2B holoenzyme, primary screen, biochemical, fluorescence polarization, Cy5-IP20, human. cAMP-dependent protein kinase catalytic subunit beta (Homo sapiens) + cAMP-dependent …. PKA-R2B holoenzyme dissociation; R2B truncated from residue 108, S112A mutant; 0% DMSO only, 100% 113 µM cGMP. activation, % at 11.4 µM. hit rate 0.079% among 340,000. AID 504700, 2011;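 active = activation above a cutoff set at the mean over all compounds plus 3 SD, cut at about 18% in these data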;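 also: higher means more holoenzyme dissociation and a rise in polarization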
OPRM1-OPRD1 ag = agonists of OPRM1-OPRD1 heterodimerization, primary screen, cell-based, luminescence; hit rate 0.3% among 340,000; activation, % at 9.3 µM; cells; Mu-type opioid receptor (Homo sapiens) + Delta-type opioid receptor (Homo sapiens), …; in the data active = activation above about 18%;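 also: 0% = vehicle-treated cells and 100% = reference agonist; values of inactives mirror those of a sister screen read the other way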
PfHsp90 yeast 2 = growth inhibition of PfHsp90-expressing yeast, primary screen, antimalarial PfHsp90 inhibitor project, S. cerevisiae, BacTiter-Glo luminescence, single point, set 2 | BacTiter-Glo ATP, 48 h; yeast lacking PDR1 and PDR3 efflux regulators | hit rate 0.32% among 310,000 | inhibition, % at 9.4 µM;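 active = every replicate shows inhibition above about 80%, whatever the replicate mean, limit read from the data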;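 also: 0% = DMSO neutral controls and 100% = 20 µM radicicol positive controls; yeast relying on Plasmodium falciparum Hsp90 in place of its own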
HTR5A inv ctr = HTR5A inverse agonists in luminescence cell assay, primary screen, counter-screen for OPRM1-OPRD1 heterodimer inverse agonist project, full-deck HTS | 5-hydroxytryptamine receptor 5A (Homo sapiens), P47898 | AID 504634, 2011 | HTR5A cell line, inverse agonism | hit rate 0.083% among 340,000 | inhibition, % at 9.3 µM; in the data active = inhibition mostly above about 23%, no sharp cut-off; inactive = mostly below about 18%;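 also: 0% = cells with DMSO and 100% = no-cell wells with DMSO; some compounds called inactive have numbers as strong as hits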
AddAB inh = growth inhibition of E. coli expressing H. pylori AddAB, primary screen, AddAB inhibitor project, absorbance; inhibition, % at 11.9 µM; AID 435030, 2010; hit rate 0.29% among 330,000; in the data active = inhibition above about 12%;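 also: 0% = vehicle wells of infected cells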
PKA-R1A act = activators of PKA-R1A holoenzyme, primary screen, biochemical, fluorescence polarization, Cy5-IP20, bovine R1A, mouse PKAc; cAMP-dependent protein kinase type I-alpha regulatory subunit (Bos taurus) + …; PKA-R1A dissociation; scaled: DMSO 0%, 113 µM cGMP 100%; activation, % at 11.4 µM; hit rate 0.083% among 340,000; AID 504707, 2011;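 active = percent activation above the mean of all tested compounds plus 3 SD, cut at about 19% in these data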;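 also: higher means more PKAc released from R1A so a rise in polarization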
* hit, by the source's call; / = no result given. The order is random; about 2.2% have a hit in one of these screens.

| mol | phage Ecoli inh | Mot1-301 SUMO | Tat transport | Ecoli viability | OPRM1-OPRD1 inv | PKA-R2B act | OPRM1-OPRD1 ag | PfHsp90 yeast 2 | HTR5A inv ctr | AddAB inh | PKA-R1A act |
| --- | --- | --- | --- | --- | --- | --- | --- | --- | --- | --- | --- |
| COC(=O)c1c(NC(=O)CSc2nnnn2-c2ccccc2)sc2c1CCC(C(C)(C)C)C2 (stereo unspecified) | 3.1 | -12 | 15 | -1.7 | -6 | -4 | 1.2 | -9 | -7 | -0.6 | -5 |
| COc1ccc(S(=O)(=O)NC2CCCC2)cc1Cl | 3.7 | 17 | 4 | -0.8 | 4 | -4 | -0.7 | -13 | -7 | 0.6 | -5 |
| Cc1ccc(CN2CCNC(=O)C2CC(=O)N(C)C(C2CC2)C2CC2)o1 (stereo unspecified) | 3.0 | 18 | 3 | -2.5 | 3 | 8 | -0.7 | -4 | -6 | -0.3 | -6 |
| O=C(N/N=C/c1ccco1)/C(=C/c1cccc([N+](=O)[O-])c1)NC(=O)c1ccccc1 | 1.1 | -11 | -4 | 1.9 | 9 | 0 | -1.7 | -10 | -23 | 0.8 | 4 |
| Cc1ccc(C)c(OCCCNC2CCCC2)c1C | 5.3 | 306 | -5 | 2.4 | 10 | -4 | -1.7 | 6 | -5 | 2.1 | 3 |
| COC(=O)C1(CO)NC(c2cccs2)C2C(=O)N(c3ccccc3)C(=O)C21 (stereo unspecified) | 1.1 | 0 | 4 | 0.3 | 2 | 0 | -0.3 | -49 | -33 | 1.7 | -3 |
| COc1cc(C(=O)NC2(C(F)(F)F)NC(=O)N(CCCc3ccccc3)C2=O)cc(OC)c1OC (stereo unspecified) | 3.8 | -1 | 12 | 0.2 | -11 | -6 | 2.1 | 31 | -2 | 2.0 | -8 |
| CC(C)C(=O)Nc1ccccc1N1CCN(C(=O)c2ccccc2)CC1 | -0.6 | -4 | 8 | 0.5 | 5 | -6 | -1.3 | 26 | -8 | 5.2 | 3 |
| COc1cc(C(=O)COC(=O)c2cc([N+](=O)[O-])ccc2N2CCOCC2)ccc1OC(F)F | 4.4 | 662* | 6 | -1.9 | 12 | -9 | -2.3 | / | -13 | 0.8 | -9 |
| CCOc1ccc(/C=C(\C#N)C(=O)Nc2cccnc2)cc1 | 1.0 | 49 | -7 | 0.8 | -5 | -8 | 1.1 | 21 | -12 | 3.0 | 2 |
| CCOC(=O)c1c(NC(=O)Cn2nc(C(=O)O)c3ccccc3c2=O)sc2c1CCC(C)C2 (stereo unspecified) | -1.4 | / | 3 | 2.1 | -6 | 0 | 1.2 | 16 | 1 | 3.2 | -9 |
| CC1(CCc2ccc(O)cc2)NC(=O)NC1=O (stereo unspecified) | 2.9 | 5 | -9 | -1.3 | 14 | -3 | -2.5 | -22 | -29 | -0.7 | 2 |
| CCOC(=O)C1CCN(C(=S)Nc2ccc(S(N)(=O)=O)cc2)CC1 | 2.8 | -1 | -5 | 3.3 | 4 | -16 | -0.9 | 12 | -20 | 7.2 | -1 |
| Cc1ccc(C)c(OCC(=O)N/N=C/c2ccsc2)c1 | 2.2 | -1 | 8 | 3.5 | 3 | -23 | -0.5 | -9 | 1 | -0.4 | -3 |
| CCS(=O)(=O)c1ccc2oc(SCC(=O)N3CCCCC3)nc2c1 | 0.6 | -12 | -1 | -0.8 | 0 | -12 | 0.0 | 0 | 0 | 0.9 | 7 |
| COc1ccc(NC(=O)c2cccs2)cc1OC | 3.4 | -2 | 2 | -1.0 | 18 | -2 | -3.5 | 6 | 9 | 0.3 | -9 |
| CC(=O)N1CCN(CC(C)(C)NS(=O)(=O)c2ccccc2)CC1 | 1.6 | 41 | -1 | -0.4 | 5 | -4 | -1.3 | -12 | -2 | -1.0 | -1 |
| Cc1ccc(NC(=O)CCC(=O)n2nc(C)cc2C)c(C)c1 | 3.1 | 49 | -9 | 0.2 | 10 | 13 | -1.7 | 11 | -14 | 0.1 | -7 |
| O=C(NC1CCS(=O)(=O)C1)Oc1ccccc1 (stereo unspecified) | 1.7 | 8 | -1 | -3.6 | 6 | -8 | -1.4 | -5 | -14 | 2.4 | 10 |
| Cc1cc(C)c(OCC(=O)Nc2ccccc2N2CCCCC2)c(C)c1 | 2.6 | 287 | -2 | 2.2 | 1 | -4 | -0.1 | -34 | 6 | 0.7 | -1 |
| COC(=O)c1ccc(C(=O)Nc2ccc(N)cc2N)cc1 | 0.6 | 45 | 5 | 0.3 | -21 | 5 | 3.7 | -3 | 6 | -0.7 | -4 |
| Cc1ccc(F)c(Cn2cnc3c(cnn3C(C)(C)C)c2=O)c1Cl | 4.6 | 1 | 8 | 3.6 | -22 | -3 | 3.7 | -57 | -32 | 4.0 | 0 |
| COC(=O)c1ccc2c(c1)S(=O)(=O)NC(=NCCCN1CCOCC1)S2 | 0.3 | / | -4 | -2.6 | 9 | -11 | -1.6 | -20 | 18 | -0.5 | 1 |
| N#CC1=C(N)N(c2ccccc2)C2=C(C(=O)CCC2)C1c1cccs1 (stereo unspecified) | -0.1 | 4 | -6 | 1.1 | -4 | -1 | 0.8 | 10 | 9 | 2.8 | 2 |
| Cc1ncc(CO)c2cc(S(=O)(=O)c3ccc(F)cc3)c(=O)oc12 | -0.1 | 188 | -8 | -2.3 | 3 | 3 | -0.5 | -12 | 1 | 3.3 | -3 |
| COc1ccccc1/C=C/C=N/n1c(C2CCCCC2)n[nH]c1=S | 1.5 | 12 | 13 | -2.0 | -46 | -15 | 8.7 | -31 | 13 | 1.4 | 0 |
| Cc1ccc(CNC(=O)CCNS(=O)(=O)c2ccc(Br)s2)cc1 | 2.7 | -1 | 3 | -0.7 | 10 | 6 | -1.9 | -12 | -6 | -2.8 | -5 |
| O=C1CN(C(=O)NCC(=O)N[C@H](Cc2ccccc2)C(=O)O)c2ccccc2N1 | 1.9 | 87 | -2 | 1.0 | 13 | -1 | -2.5 | 1 | -8 | 3.5 | -2 |
| O=C(C1CCCN(S(=O)(=O)c2cc(Cl)ccc2Cl)C1)N1CCOCC1 (stereo unspecified) | 2.6 | -17 | -4 | -0.5 | 13 | 3 | -3.9 | 2 | 11 | -3.2 | -10 |
| COc1cc2c(cc1OC)C(c1cccs1)N(C(=S)NC(C)C)CC2 (stereo unspecified) | -0.3 | 141 | -9 | 0.8 | 7 | -2 | -1.4 | 24 | 22 | 1.1 | 1 |
| COC(=O)c1ccccc1NS(=O)(=O)c1ccc2[nH]c(=O)[nH]c2c1 | 2.5 | 181 | -4 | 0.1 | 4 | 5 | -0.8 | -9 | 23 | 0.8 | 7 |
| O=C(NCC(c1cccs1)N1CCOCC1)c1ccc([N+](=O)[O-])cc1 (stereo unspecified) | 2.3 | -10 | -8 | 1.9 | 8 | -4 | -1.5 | 12 | 22 | 2.1 | 6 |
| O=C(CSc1nc2ccccc2c(=O)n1CCCN1CCOCC1)c1c[nH]c2ccccc12 | 3.7 | -18 | -4 | -1.4 | 15 | -1 | -2.9 | 13 | 22 | -2.1 | 1 |
| CC(C)Cc1cc(C(=O)Nc2ccc3c(c2)OCO3)no1 | 4.8 | 20 | 4 | 2.3 | 2 | -7 | -0.3 | -37 | 15 | 4.4 | -1 |
| Cc1ncc([N+](=O)[O-])n1CCOC(=O)c1ccc(Cl)cc1Cl | 0.9 | 8 | -2 | 1.7 | 7 | 3 | -1.2 | 6 | -1 | -1.6 | 10 |
| COc1cc(C(C)=O)ccc1Oc1ncccn1 | 2.1 | 6 | -5 | -1.8 | -11 | -6 | 1.4 | 15 | -15 | 1.1 | -9 |
| Cc1ccccc1NS(=O)(=O)c1ccc(C(=O)N2CCCCCCC2)cc1 | 0.1 | 127 | -4 | -1.4 | 0 | 4 | 0.0 | 3 | 11 | 1.5 | 2 |
| COc1ccc(-c2cccc(C3CC=CC4C3C(=O)N(Cc3ccccc3)C4c3ccc(OC)c(Cl)c3)c2)cc1 (stereo unspecified) | 1.1 | 284 | 10 | -1.2 | 11 | 4 | -1.9 | -9 | -22 | -0.3 | -2 |
| O=[N+]([O-])c1cnccc1Nc1cccc(F)c1 | 3.4 | -15 | -2 | -1.1 | 1 | -2 | -0.1 | -1 | -18 | 1.7 | 11 |
| N#C/C(=C/c1cn[nH]c1-c1cccc(Br)c1)C(=O)O | 0.4 | -9 | -1 | -0.7 | 15 | 9 | -3.0 | -6 | 15 | -0.6 | -7 |
| COc1ccccc1N1CCN(S(=O)(=O)c2ccccc2)CC1 | 2.9 | -1 | 1 | -1.0 | 4 | 1 | -0.7 | / | -22 | -0.5 | 0 |
| O=C(CCNC(=O)Cn1ccc2ccccc2c1=O)NCCc1ccccc1Cl | 2.8 | 8 | 4 | -3.7 | 1 | 6 | -0.2 | 23 | 3 | 0.6 | 0 |
| CN(C)S(=O)(=O)c1ccc(C(=O)OCCn2cnc3c2c(=O)n(C)c(=O)n3C)cc1 | -1.6 | 9 | 9 | -0.8 | -1 | -17 | 0.1 | 5 | 18 | -2.8 | -10 |

Of the compounds above, 5 have fluorine:
| mol | phage Ecoli inh | Mot1-301 SUMO | Tat transport | Ecoli viability | OPRM1-OPRD1 inv | PKA-R2B act | OPRM1-OPRD1 ag | PfHsp90 yeast 2 | HTR5A inv ctr | AddAB inh | PKA-R1A act |
| --- | --- | --- | --- | --- | --- | --- | --- | --- | --- | --- | --- |
| COc1cc(C(=O)NC2(C(F)(F)F)NC(=O)N(CCCc3ccccc3)C2=O)cc(OC)c1OC (stereo unspecified) | 3.8 | -1 | 12 | 0.2 | -11 | -6 | 2.1 | 31 | -2 | 2.0 | -8 |
| COc1cc(C(=O)COC(=O)c2cc([N+](=O)[O-])ccc2N2CCOCC2)ccc1OC(F)F | 4.4 | 662* | 6 | -1.9 | 12 | -9 | -2.3 | / | -13 | 0.8 | -9 |
| Cc1ccc(F)c(Cn2cnc3c(cnn3C(C)(C)C)c2=O)c1Cl | 4.6 | 1 | 8 | 3.6 | -22 | -3 | 3.7 | -57 | -32 | 4.0 | 0 |
| Cc1ncc(CO)c2cc(S(=O)(=O)c3ccc(F)cc3)c(=O)oc12 | -0.1 | 188 | -8 | -2.3 | 3 | 3 | -0.5 | -12 | 1 | 3.3 | -3 |
| O=[N+]([O-])c1cnccc1Nc1cccc(F)c1 | 3.4 | -15 | -2 | -1.1 | 1 | -2 | -0.1 | -1 | -18 | 1.7 | 11 |
